# From PubChem BioAssay
# NR2F2 inh = inhibitors of human COUP-TFII (NR2F2); inhibition, % at 8.6 µM; actives 0.7% (n = 370,000); HEK293T NGFI-A luciferase reporter, luminescence;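 active = inhibition above a per-plate cutoff, mean inhibition of test wells between control levels plus 3 SD, cut at about 38% in these data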;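 also: cells cotransfected with COUP-TFII expression vector driving the NGFI-A reporter; 0% = median of COUP-TF2 test wells and 100% = reporter-only cells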
# Target sequence (P24468 whole entry, looked up): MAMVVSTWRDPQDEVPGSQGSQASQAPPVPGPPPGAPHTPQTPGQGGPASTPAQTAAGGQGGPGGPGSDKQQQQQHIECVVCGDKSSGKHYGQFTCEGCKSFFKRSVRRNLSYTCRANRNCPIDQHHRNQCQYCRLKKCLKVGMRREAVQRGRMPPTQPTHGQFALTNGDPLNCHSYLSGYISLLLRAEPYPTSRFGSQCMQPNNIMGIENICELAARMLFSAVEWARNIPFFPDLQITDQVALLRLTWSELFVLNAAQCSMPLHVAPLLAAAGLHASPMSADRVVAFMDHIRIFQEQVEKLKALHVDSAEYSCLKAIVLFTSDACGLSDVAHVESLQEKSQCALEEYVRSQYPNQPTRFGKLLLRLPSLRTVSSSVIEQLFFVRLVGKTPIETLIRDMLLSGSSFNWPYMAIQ
# TROY NFkB inh = blocks TROY-dependent signaling in reporter cells | Q293 LMP1-TROYcd NF-kB luciferase reporter, 4 h | inhibition, % at 10 µM | actives 0.98% (n = 360,000) | AID 1347056;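 active = compounds whose plate-normalised and pattern-corrected inhibition of the luciferase reporter signal at the single screening dose is 50% or more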
# Exocytosis inh = lytic granule exocytosis inhibition; inhibition, % at 10 µM; AID 651702; TALL-104 LAMP-1 surface exposure, flow cytometry; cells stimulated with thapsigargin and PMA; actives 0.66% (n = 360,000);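 active = inhibition above about 55%, limit read from the data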
# NCOA3 inh = inhibits human SRC3 coactivator. Q9Y6Q9. HEK293 GAL4-SRC3 luciferase reporter, luminescence. inhibition, % at 3.6 µM. actives 0.17% (n = 360,000);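 active = inhibition above a per-campaign cutoff, the mean of all compounds plus 3 SD, cut at about 60% in these data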;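 also: 0% = DMSO-treated cells and 100% = gossypol-treated cells at 36 µM; higher means less SRC3-driven luciferase light from the GAL4 reporter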
# TLR9-MyD88 block = TLR9-MyD88 interaction inhibition; actives 0.21% (n = 340,000); CHO BLA complementation TLR9-MyD88, CCF4 FRET ratio; AID 504734; inhibition, % at 4.98 µM;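 active = inhibition above the mean over all tested compounds plus 3 SD, cut at about 21% in these data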;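 also: 0% = DMSO only wells and 100% = clavulanate BLA inhibitor control wells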
# NCOA1 inh = inhibits human SRC1 coactivator; actives 0.12% (n = 360,000); inhibition, % at 3.6 µM; HEK293 GAL4-SRC1 luciferase reporter, luminescence; Q15788;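 active = inhibition above the campaign mean plus 3 SD, with each screening campaign given its own cutoff, cut at about 60% in these data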;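 also: 0% = DMSO treated cells and 100% = gossypol at 36 µM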
# TWEAK Fn14 block = TWEAK-Fn14 signaling inhibition | TWEAK-stimulated Fn14 reporter cells, luciferase luminescence, 8 h | inhibition, % at 10 µM | actives 2% (n = 360,000); in the data active = inhibition above about 50%
# ABHD5-PLIN5 inh = ABHD5-PLIN5 protein interaction inhibition; Split G. princeps luciferase complementation, luminescence, 4 h; inhibition, % at 4 µM; actives 0.78% (n = 360,000); AID 602281;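 active = inhibition above the mean inhibition across every tested compound plus 3 SD, cut at about 22% in these data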;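 also: 0% = DMSO only wells and the 100% control is not disclosed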
# LRH-1 inv ag = NR5A2 inverse agonism in reporter assay. HEK293T StAR-luciferase reporter, LRH-1 transfected, 24 h. inhibition, % at 3.6 µM. actives 0.13% (n = 360,000). AID 602396;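 active = inhibition above the mean inhibition of all tested compounds plus 3 SD, cut at about 73% in these data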;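 also: 0% = DMSO wells and 100% = reporter-only cells lacking LRH-1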
# NOD2 RIPK2 PPI = blocks binding of human NOD2 to RIPK2; O43353; CHO BLA complementation NOD2-RIPK2, CCF4 ratio; inhibition, % at 4.98 µM; actives 0.38% (n = 360,000); in the data active = inhibition above about 21%;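 also: 0% = vehicle only and 100% = reference blocker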
# Target sequence (O43353 whole entry, looked up): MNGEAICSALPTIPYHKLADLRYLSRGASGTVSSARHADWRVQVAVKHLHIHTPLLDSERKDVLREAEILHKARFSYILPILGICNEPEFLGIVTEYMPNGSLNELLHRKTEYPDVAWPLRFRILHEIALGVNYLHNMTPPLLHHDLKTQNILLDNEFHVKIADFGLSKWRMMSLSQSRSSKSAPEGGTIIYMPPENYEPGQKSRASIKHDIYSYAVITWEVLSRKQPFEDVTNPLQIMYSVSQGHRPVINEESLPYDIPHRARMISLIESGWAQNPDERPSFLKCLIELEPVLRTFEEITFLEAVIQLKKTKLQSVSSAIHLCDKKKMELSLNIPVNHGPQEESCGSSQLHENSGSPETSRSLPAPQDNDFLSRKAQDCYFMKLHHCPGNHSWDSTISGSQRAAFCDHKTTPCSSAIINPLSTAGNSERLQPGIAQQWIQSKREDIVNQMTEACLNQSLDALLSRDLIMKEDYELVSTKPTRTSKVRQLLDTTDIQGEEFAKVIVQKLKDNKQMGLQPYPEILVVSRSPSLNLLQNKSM
# NCOA2 inhibitor = human SRC2 (NCOA2) inhibition | Q15596 | HEK293 GAL4-SRC2 luciferase reporter, luminescence | inhibition, % at 9 µM | actives 0.17% (n = 370,000);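 active = inhibition above the mean inhibition of all tested compounds plus 3 SD, set per campaign, cut at about 52% in these data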;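 also: 0% = DMSO treated cells and 100% = cells given Gossypol at 36 µM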
# An asterisk follows results filed as active; . = not tested or not shown. An excerpt; count on the stated rates, not on these rows.
SMILES,NR2F2 inh,TROY NFkB inh,Exocytosis inh,NCOA3 inh,TLR9-MyD88 block,NCOA1 inh,TWEAK Fn14 block,ABHD5-PLIN5 inh,LRH-1 inv ag,NOD2 RIPK2 PPI,NCOA2 inhibitor
NC(=O)NC(=O)CSc1nc(-c2ccccc2)c(-c2ccccc2)n1CC1CCCO1 (stereo unspecified),19,34,3,3,-2,-19,4,-4,-5,1,-6
Cc1cc(/C=C2/C(=N)N3C(=NC2=O)SN=C3S(C)(=O)=O)c(C)n1-c1ccccc1F,-25,30,-4,-71,2,-60,-18,4,-102,0,-48
O=C(Nc1ccc(Cl)cc1)c1ccc2c(c1)OCO2,-49,-33,-1,-71,-8,-149,23,0,-162,-4,-45
O=C(NC(=S)Nc1cccc(NC(=S)NC(=O)c2ccco2)n1)c1ccco1,-1,-27,0,-7,9,-12,-15,-6,-7,-6,-29
COc1cc(C(=O)NCC(=O)OCC(=O)c2ccc[nH]2)cc(OC)c1OC,-7,12,-5,-11,-4,-10,-16,0,2,-7,-25
CC[C@]12c3[nH]c4ccccc4c3CCN1C(=O)C(CC(=O)NCc1cccc(C(F)(F)F)c1)C[C@@H]2C(=O)N1CCN(C(=O)C2CC2)CC1 (stereo partly specified),5,-7,-2,-8,-1,5,11,-13,6,-2,-11
CC1CC2(CC(C)(C(=O)CSc3nc4ccccc4s3)OC2=O)C(=O)O1 (stereo unspecified),-20,-3,2,2,-4,-3,9,-8,8,4,-22
CCC(C)[C@H](Nc1nc(-c2ccccc2)nc2c1oc1ccccc12)C(=O)O (stereo partly specified),11,7,4,-9,1,9,9,-13,-5,7,-12
COCCSc1ccccc1C(=O)N1CCc2ccccc2C1,-5,-3,-3,5,-12,6,1,-1,11,-2,-24
O=C(CSc1nnc(-c2ccncc2)n1CC1CCCO1)Nc1nccs1 (stereo unspecified),-3,-1,0,-12,1,-1,-9,-6,12,-1,-10
CCNc1ccc(S(=O)(=O)N(C)C)cc1[N+](=O)[O-],4,-16,18,12,7,11,-4,5,-4,-6,2
O=C(Nc1cc(S(=O)(=O)N2CCOCC2)ccc1OCC(F)(F)F)C1CCCC1,7,10,-2,11,-6,4,19,1,-19,-15,-2
CC(=O)c1ccc(-n2cc(-c3ccc(C(C)(C)C)cc3)[n+]3c2SCCC3)cc1,20,0,1,31,0,-7,9,-6,9,4,11
COc1ccc(N2CC(C(=O)NCc3nnnn3-c3ccc(C)c(C)c3)CC2=O)cc1 (stereo unspecified),-4,-18,-2,0,-10,-9,3,6,-9,-14,8
Cc1ccccc1CC1(CO)CCCN(C(=O)c2cc(Cl)ccc2F)C1 (stereo unspecified),-4,-8,-2,16,-2,-2,-37,4,-18,1,-27
CCCCOc1ccc(C(=O)OC(C)CN(C)C)cc1 (stereo unspecified),4,-26,1,2,-12,-4,4,4,2,12,5
CC(OC(=O)CN1C(=O)c2ccccc2C1=O)C(=O)NCc1ccccc1 (stereo unspecified),-7,-6,0,-22,-9,6,-10,13,-6,-2,6
CC(NO)C(C)(C)NO (stereo unspecified),0,2,1,14,0,-11,2,-4,7,-6,0
Cc1nc(C)c(C(=O)O)c(-c2ccsc2)c1C(=O)O,12,1,-4,23,.,1,-1,0,6,-12,-21
CCc1ccccc1NC(=O)CN(C)C(=O)CN1C(=O)NC2(CCCCCC2)C1=O,6,2,6,7,-2,13,14,-9,1,-4,5
O=C(OCc1cccc(F)c1)c1cc2ccccc2cc1O,18,-10,-14,-5,-1,-4,-20,0,11,-7,-16
O=C(COc1ncnc2sccc12)NC1CCCc2ccccc21 (stereo unspecified),-8,3,-5,-1,2,1,5,2,16,-6,5
S=P(N1CC1)(N1CC1)N1CC1,-24,-2,0,8,0,10,14,-6,14,-9,-19
CC(=O)c1cccc(NS(=O)(=O)c2ccc3c(c2)oc(=O)n3C)c1,8,16,-3,7,2,-18,-2,-1,16,-18,8
Cc1ccc(NC(=O)c2sc(Cl)nc2C)c(C)c1,-16,-23,-7,2,-7,-4,-8,1,3,0,-5
CCc1c(O)nc(SCC(N)=O)n(-c2ccccc2F)c1=O,10,-14,5,3,2,-13,4,0,-9,-1,-11
Cn1c(CNC(=O)c2ccc(Cl)cc2)nnc1SCC(=O)NC1=NCCS1,16,10,12,6,-7,-11,4,0,1,-3,4
COc1ccc(OCC(=O)N2CCN(S(=O)(=O)c3ccc(Cl)s3)CC2)cc1,14,0,-3,-7,-2,11,9,-21,-25,-2,20
Cc1ccc(SCC(=O)Nc2ccccc2C(=O)O)cc1,-18,9,2,-55,2,-49,27,-2,-79,6,-45
O=C(CSCc1ccc([N+](=O)[O-])cc1)NCCSCc1ccccc1,-3,7,-3,-6,-3,-6,0,0,-4,2,-7
COc1ccc(N2CC(C(=O)NC3CCCCC3)CC2=O)cc1 (stereo unspecified),7,-13,3,-11,-4,-1,27,-9,-17,-2,-21
O=[N+]([O-])c1ccc(Sc2n[nH]c(-c3ccco3)n2)nc1,-10,-20,0,2,-5,5,0,8,-10,-2,-16
COCCn1c(C)nc2oc3ccc(Br)cc3c(=O)c2c1=O,8,-24,-1,8,14,-5,-18,-3,-7,1,-35
O=C(O)CCC(=O)NNC(=O)CCC1CCCCC1,2,14,5,14,0,10,22,-3,18,-1,-1
CCOc1ccc(NS(=O)(=O)c2cc(OC)ccc2OC)cc1,7,2,1,1,2,0,-5,-2,14,-12,-29
ON=C1CCCC2CCCCC12 (stereo unspecified),13,1,-2,-5,-8,3,-3,4,5,-7,-56
O=C(Nc1ccccc1C(=O)N/N=C/c1ccccc1)c1ccco1,-7,-24,8,-47,-15,-32,-22,6,-3,7,-14
COc1ccc(OC)c(NC(=O)C(C)OC(=O)c2cc3ccccc3[nH]2)c1 (stereo unspecified),6,13,1,5,10,-16,35,3,34,1,34
CC(C)C(NC(=O)c1ccccc1)C(=O)OCn1nnc2ccccc2c1=O (stereo unspecified),1,-17,0,13,-3,-3,-4,-4,-3,6,-3
CCOC(=O)C1=C(C)OC(N)=C(C#N)C1c1ccsc1 (stereo unspecified),.,-2,22,0,1,-3,7,-6,9,-5,.
O=C(C(=O)N1CCCCCC1)c1c[nH]c2ccccc12,0,-16,14,-10,-7,-4,-4,6,-5,3,0
CCN(CC(=O)Nc1cccc(OC)c1)C(=O)c1cnc(Cl)c(Cl)c1,4,9,-3,-2,-11,11,1,1,12,-6,-10
N#C/C(=C\c1cccnc1)C(=O)Nc1ccccc1[N+](=O)[O-],10,3,0,-1,-5,-44,-6,-6,8,-11,8
C/C(=N\OCC(=O)Nn1c(=O)[nH]c2ccccc2c1=O)c1cccs1,-10,-4,9,18,1,-6,-2,1,-9,4,4
CCCCCN(C(=O)CCC(=O)OCCOc1cccc(C)c1)c1c(N)n(CCCC)c(=O)[nH]c1=O,22,12,4,19,1,-3,1,2,3,7,-10
OCC1CCCCN1C(=S)Nc1ccc(Cl)cc1Cl (stereo unspecified),0,-8,-1,6,0,-19,-2,-12,-17,0,-18
O=C(Nc1ccc(F)c(Cl)c1)c1cc(C2CCCCN2C(=O)c2ccccc2)on1 (stereo unspecified),25,20,-4,-10,.,-21,12,-3,-24,-14,-9
COc1ccc(CN(CC(=O)NC(C)C)C(=O)CCC(=O)Nc2nccs2)cc1,-13,-54,1,-4,-3,-13,4,2,-3,3,-14

# 17 successive compounds already listed:
SMILES,NR2F2 inh,TROY NFkB inh,Exocytosis inh,NCOA3 inh,TLR9-MyD88 block,NCOA1 inh,TWEAK Fn14 block,ABHD5-PLIN5 inh,LRH-1 inv ag,NOD2 RIPK2 PPI,NCOA2 inhibitor
CCc1c(O)nc(SCC(N)=O)n(-c2ccccc2F)c1=O,10,-14,5,3,2,-13,4,0,-9,-1,-11
Cn1c(CNC(=O)c2ccc(Cl)cc2)nnc1SCC(=O)NC1=NCCS1,16,10,12,6,-7,-11,4,0,1,-3,4
COc1ccc(OCC(=O)N2CCN(S(=O)(=O)c3ccc(Cl)s3)CC2)cc1,14,0,-3,-7,-2,11,9,-21,-25,-2,20
Cc1ccc(SCC(=O)Nc2ccccc2C(=O)O)cc1,-18,9,2,-55,2,-49,27,-2,-79,6,-45
O=C(CSCc1ccc([N+](=O)[O-])cc1)NCCSCc1ccccc1,-3,7,-3,-6,-3,-6,0,0,-4,2,-7
COc1ccc(N2CC(C(=O)NC3CCCCC3)CC2=O)cc1 (stereo unspecified),7,-13,3,-11,-4,-1,27,-9,-17,-2,-21
O=[N+]([O-])c1ccc(Sc2n[nH]c(-c3ccco3)n2)nc1,-10,-20,0,2,-5,5,0,8,-10,-2,-16
COCCn1c(C)nc2oc3ccc(Br)cc3c(=O)c2c1=O,8,-24,-1,8,14,-5,-18,-3,-7,1,-35
O=C(O)CCC(=O)NNC(=O)CCC1CCCCC1,2,14,5,14,0,10,22,-3,18,-1,-1
CCOc1ccc(NS(=O)(=O)c2cc(OC)ccc2OC)cc1,7,2,1,1,2,0,-5,-2,14,-12,-29
ON=C1CCCC2CCCCC12 (stereo unspecified),13,1,-2,-5,-8,3,-3,4,5,-7,-56
O=C(Nc1ccccc1C(=O)N/N=C/c1ccccc1)c1ccco1,-7,-24,8,-47,-15,-32,-22,6,-3,7,-14
COc1ccc(OC)c(NC(=O)C(C)OC(=O)c2cc3ccccc3[nH]2)c1 (stereo unspecified),6,13,1,5,10,-16,35,3,34,1,34
CC(C)C(NC(=O)c1ccccc1)C(=O)OCn1nnc2ccccc2c1=O (stereo unspecified),1,-17,0,13,-3,-3,-4,-4,-3,6,-3
CCOC(=O)C1=C(C)OC(N)=C(C#N)C1c1ccsc1 (stereo unspecified),.,-2,22,0,1,-3,7,-6,9,-5,.
O=C(C(=O)N1CCCCCC1)c1c[nH]c2ccccc12,0,-16,14,-10,-7,-4,-4,6,-5,3,0
CCN(CC(=O)Nc1cccc(OC)c1)C(=O)c1cnc(Cl)c(Cl)c1,4,9,-3,-2,-11,11,1,1,12,-6,-10

# (continued)
SMILES,NR2F2 inh,TROY NFkB inh,Exocytosis inh,NCOA3 inh,TLR9-MyD88 block,NCOA1 inh,TWEAK Fn14 block,ABHD5-PLIN5 inh,LRH-1 inv ag,NOD2 RIPK2 PPI,NCOA2 inhibitor
O=C(Nc1cccc(O)c1)c1noc2c1CCc1ccccc1-2,-17,46,0,-61,-8,-89,72*,-8,-152,0,-30
Cc1ccc2c(CSc3nnc(C4CC4)n3N)cc(=O)oc2c1,2,12,1,16,0,3,3,-2,-27,3,7
Nc1nnc(-c2cccc([N+](=O)[O-])c2)o1,19,-2,1,24,6,-10,-18,-5,12,-14,7
CCOC(=O)N1CCc2c(sc(NC(=O)CN(CC)CC)c2C#N)C1,-23,-2,4,2,.,-14,0,0,-17,-7,-1
